Compound activity as filed in PubChem BioAssay.
GalR3 antag – GalR3 antagonists in HEK293 cells, primary screen, cell-based, fluorescence readout; inhibition, % at 3 µM; HEK293 GalR3-CNG cAMP membrane potential fluorescence; galR3 body fused to GalR1 C-terminus; Galanin receptor type 3 (Homo sapiens), O60755; hit rate 0.44% among 360,000;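 active means inhibition above the screen-wide average plus 3 SD, cut at about 13% in these data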;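 further: forskolin and galanin both at EC90 stimulate the cells; cAMP rise reported by CNG channel membrane potential dye signal; 0% = forskolin plus galanin with DMSO and 100% = forskolin alone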
Target sequence (O60755 1-299 limits assumed): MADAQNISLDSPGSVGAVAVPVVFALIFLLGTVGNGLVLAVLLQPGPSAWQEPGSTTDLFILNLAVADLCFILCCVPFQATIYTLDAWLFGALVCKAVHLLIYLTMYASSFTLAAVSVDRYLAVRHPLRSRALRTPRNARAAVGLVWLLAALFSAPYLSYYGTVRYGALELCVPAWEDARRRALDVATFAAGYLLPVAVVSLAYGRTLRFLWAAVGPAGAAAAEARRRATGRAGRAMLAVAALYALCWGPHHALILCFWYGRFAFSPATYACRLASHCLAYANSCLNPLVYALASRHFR
MEKK3 PB1 HTS – modulators of MEKK3-MEK5 PB1 binding, primary screen, biochemical, wildtype MEKK3, multiplex bead flow cytometry, Alexa488-MEK5 | bead-based flow cytometry, Alexa488-MEK5 binding to MEKK3; actives lie on both sides; 0 = blocked by unlabeled MEK5, 100 = vehicle | Mitogen-activated protein kinase kinase kinase 3 (Homo sapiens), Q99759 | binding response (% of control), % at 10 µM | hit rate 1.4% among 290,000;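 active means binding response more than 3 SD above or below the average of its plate-row segment, actives on both sides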;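 further: Alexa488 bead fluorescence after subtracting the streptavidin-only scavenger bead signal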
Target sequence (Q99759 whole entry, looked up): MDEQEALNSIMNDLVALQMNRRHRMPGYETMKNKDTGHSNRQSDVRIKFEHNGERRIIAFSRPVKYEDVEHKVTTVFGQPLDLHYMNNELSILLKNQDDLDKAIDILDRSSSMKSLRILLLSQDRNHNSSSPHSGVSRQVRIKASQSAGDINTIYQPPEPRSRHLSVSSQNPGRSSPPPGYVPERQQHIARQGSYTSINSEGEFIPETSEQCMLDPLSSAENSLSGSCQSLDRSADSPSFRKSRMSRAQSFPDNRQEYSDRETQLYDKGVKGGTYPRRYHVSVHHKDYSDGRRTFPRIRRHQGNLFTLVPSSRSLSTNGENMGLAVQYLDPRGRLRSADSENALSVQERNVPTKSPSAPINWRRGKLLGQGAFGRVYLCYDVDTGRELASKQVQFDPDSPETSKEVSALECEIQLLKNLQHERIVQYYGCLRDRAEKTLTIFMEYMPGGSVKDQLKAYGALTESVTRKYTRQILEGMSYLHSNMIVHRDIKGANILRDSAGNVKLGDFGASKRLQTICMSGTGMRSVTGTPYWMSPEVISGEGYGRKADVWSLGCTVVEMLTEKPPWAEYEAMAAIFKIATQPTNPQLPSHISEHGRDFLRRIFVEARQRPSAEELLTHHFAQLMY
IDE act – human IDE activators in live cells, primary screen, fluorescence polarization, HEK cells, FAbeta-B substrate; activation, % at 5.96 µM; hit rate 0.073% among 340,000; FAbeta-B cleavage; 0% vehicle, 100% cell-free pure enzyme wells;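 active means activation above the mean of all tested compounds plus 3 SD, set per screening campaign, cut at about 17% in these data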
CHRM4 PAM – human M4 muscarinic receptor positive allosteric modulators, primary screen, CHO-K1 cells, Fluo-8 calcium fluorescence | CHO-K1 hM4/Gqi5, ACh EC20; 0% = ACh EC20, 100% = maximal ACh | activation, % at 3 µM | hit rate 0.4% among 360,000 | AID 624126, 2012;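 active means activation above its plate's cutoff, the mean activation of sample wells plus 3 SD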; further: some results filed as inactive read as strong as hits
PHOSPHO1 inh – PubChem AID 1565. recombinant PHOSPHO1, absorbance phosphatase assay. hit rate 1.1% among 290,000. inhibition, % at 13.3 µM. Phosphoethanolamine/phosphocholine phosphatase (Homo sapiens), Q8TCT1; in the data active means inhibition above about 60%
CRFBP-R2 block – antagonists of CRF-BP/CRF-R2 complex, primary screen, cell-based, HEK293, calcium dye fluorescence, uHTS; CRF-induced calcium fluorescence; inhibition, % at 11.8 µM; hit rate 0.59% among 350,000;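 active means inhibition of the ligand-induced calcium signal above about 50% at the single tested concentration, limit read from the data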
p-CIP stab down – p/CIP-EGFP fusion destabilizers, primary screen, fluorescence, F442A cells; 16 h; decrease of EGFP signal, % at 10 µM; hit rate 0.01% among 290,000;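 active means EGFP signal decrease of at least 30% at 10 µM or well 3 SD below plate mean, unless failing retest; inactive means the rest, including hits failing retest or dose response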; further: some compounds called inactive have numbers as strong as hits; many of its hits are not listed in these tables
CRFBP-R2 agonist – agonists of CRF-BP/CRF-R2 complex, primary screen, cell-based, HEK293, calcium dye fluorescence, uHTS; CRF-binding protein / CRF receptor 2 complex (human); calcium dye fluorescence (FLIPR); percent of saturating CRF peptide response; activation, % at 13.2 µM; hit rate 0.46% among 350,000; AID 588473, 2011;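 active means activation of at least 50%, plus an integration ratio under a set limit after plate pattern correction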;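 further: plate controls were neutral control wells without compound for no effect and CRF at EC100 for full effect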
IDE inh – human IDE inhibitors in live cells, primary screen, fluorescence polarization, HEK cells, FAbetaB substrate | Insulin-degrading enzyme (Homo sapiens), P14735 | FAbetaB cleavage | inhibition, % at 5.59 µM | hit rate 0.41% among 320,000 | AID 434962, 2010;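 active means percent inhibition above the average of all tested compounds plus 3 SD, set per screening campaign, cut at about 16% in these data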;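 further: IDE supplied by intact live HEK cells; FP after avidin binding of uncleaved biotin substrate so inhibition keeps polarization high; 0% = DMSO wells and 100% = 60 µM reference IDE inhibitor Ii1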
An asterisk follows results filed as active; . = no result given; & = joins results of further samples; [ ] = dose if it differs, or a comment.

SMILES	GalR3 antag	MEKK3 PB1 HTS	IDE act	CHRM4 PAM	PHOSPHO1 inh	CRFBP-R2 block	p-CIP stab down	CRFBP-R2 agonist	IDE inh
COC(=O)c1ccc(S(=O)(=O)N2CCCN(Cc3cccc(Br)c3F)CC2)n1C	-0.3	73.0*[inhibitor]	-2.9	-13.1	27.4	-1.0	-21.8	3.6	6.4
O=C1CCN(CCCc2ccccc2)CCN1CCO	1.4	101.0	6.7	5.0	-24.2	6.0	-11.7	4.1	9.5
O=C(NCCc1ccccc1)c1cccc(NC(=O)c2ccccc2)c1	-4.8	.	1.2	-3.0	.	-6.2	.	-0.1	.
Fc1ccccc1COc1ccc(C(=S)N2CCCC2)cc1	-9.2	110.0	2.2	-6.5	-2.0	20.4	-4.2	-2.2	7.1
O=C(Cc1ccccc1)NCC(=O)OCC(=O)c1ccc(OC(=O)c2ccccc2)cc1	-5.9	102.0	2.4	5.1	-27.1	-3.9	-6.7	4.1	6.3
CCN(CC(=O)Nc1c(F)cccc1F)C(=O)c1cn2ccccc2n1	-1.4	.	1.9	2.4	.	-3.9	.	-0.1	-4.8
Cc1c(C=O)c(C=O)c(C)n1Cc1ccccc1	-1.0	103.0	-1.0	1.0	12.8	16.3	-3.7	-1.7	1.0
COC(=O)CCC(=O)N1CCc2cc(S(=O)(=O)N3CCN(c4ccccc4Cl)CC3)ccc21	0.0	105.0	3.3	-1.8	16.0	-22.1	-9.1	4.4	.
CCOc1ccc(C(=O)CCC(=O)Nc2cccc(S(=O)(=O)N3CCCCC3)c2)cc1	-8.8	.	-3.8	6.2	.	0.5	.	1.5	4.4
O=C(CCl)N(C1CCCC1)C1CCS(=O)(=O)C1 (stereo unspecified)	2.9	104.0	-0.9	2.1	22.4	-7.0	0.1	0.5	-1.6

Full records, looked up by structure. Order of values: GalR3 antag	MEKK3 PB1 HTS	IDE act	CHRM4 PAM	PHOSPHO1 inh	CRFBP-R2 block	p-CIP stab down	CRFBP-R2 agonist	IDE inh
Results for O=C(CCl)N(C1CCCC1)C1CCS(=O)(=O)C1 (stereo unspecified) = 2.9	104.0	-0.9	2.1	22.4	-7.0	0.1	0.5	-1.6
Results for Fc1ccccc1COc1ccc(C(=S)N2CCCC2)cc1 = -9.2	110.0	2.2	-6.5	-2.0	20.4	-4.2	-2.2	7.1
Results for Cc1c(C=O)c(C=O)c(C)n1Cc1ccccc1 = -1.0	103.0	-1.0	1.0	12.8	16.3	-3.7	-1.7	1.0

Next section
SMILES	GalR3 antag	MEKK3 PB1 HTS	IDE act	CHRM4 PAM	PHOSPHO1 inh	CRFBP-R2 block	p-CIP stab down	CRFBP-R2 agonist	IDE inh
CCOC(=O)c1ccc(NC(=O)COc2ccc(S(=O)(=O)NC(C)(C)C)cc2)cc1	2.5	107.0	1.7	-1.7	-3.5	4.1	-6.0	-2.6	-2.6
O=C(CN1C(=O)NC(Cc2ccccc2)(Cc2ccccc2)C1=O)NCC1CCCCC1	10.9	.	2.0	-0.3	-13.8	-57.0	1.1	8.2	2.1
Cc1oc(-c2ccc(Cl)cc2)nc1CN1CCC(C(=O)NCc2cccs2)CC1	-6.2	116.0	-0.2	-1.6	6.3	-1.2	-3.4	0.6	-2.4
COc1ccc(-c2cc(C3CCNCC3)[nH]n2)cc1	-1.3	103.0	-5.0	-12.4	2.5	6.5	0.9	-0.8	-3.1
COc1ccc(N2CCN(CCNC(=O)c3ccc(NC(=O)C4CCCO4)cc3)CC2)cc1 (stereo unspecified)	-5.6	104.0	4.1	9.3	17.5	15.1	-3.7	-2.0	1.2
O=C1C=CC(=O)N1c1ccc(OC(F)F)cc1	2.8	100.0	-10.2	-0.8	9.5	43.6	-2.7	5.4	-3.8
CCc1ccc(C2CC(c3ccc(F)cc3)Nc3nc(N)nn32)cc1 (stereo unspecified)	-1.2	100.0	2.5	4.5	50.4	-55.6	-4.7	33.9	3.2
COC(=O)CSc1nnc(CNS(=O)(=O)c2ccc(Cl)cc2)n1C	-2.9	100.0	4.9	5.1	-2.1	-6.8	0.0	1.1	4.2
CCOc1ccc2nc(Cl)c(C3CC(c4ccccc4)=NN3C(=O)c3cccs3)cc2c1 (stereo unspecified)	-3.0	100.0	-5.3	1.9	5.6	-1.1	-3.9	4.7	1.2
C#CCn1c(S(=O)(=O)Cc2ccc(F)cc2)nc(-c2ccccc2)c1-c1ccccc1	-8.8	103.0	3.0	-6.8	11.7	-4.5	-12.0	0.4	4.2
CNC(=S)N1CCN(c2ccc(Cl)c(Cl)c2)CC1	2.3	101.0	-12.4	-20.0	3.4	-2.0	-7.7	1.6	2.0
CCC(CO)NCc1ccc2c(c1)n(C)c(=O)n2C (stereo unspecified)	-2.7	100.0	4.5	10.8	-4.1	4.6	-2.0	0.8	-7.0
CCOc1ccc(N(Cc2nnc3n2CCCCC3)C(=O)Nc2cccc(C)c2)cc1	-3.5	98.0	5.0	4.7	0.6	-15.1	14.6	-0.4	-1.0
COc1cccc(CN(C)C(=O)c2ccc(S(=O)(=O)Nc3ccccc3C)cc2)c1OC	-5.1	.	.	-4.0	.	-5.0	.	-0.6	.
C=CCN1C=C2C(=O)C(C)(OC(=O)C3CCCC3)C(=O)C(c3ccccc3)=C2C=C1CCCC(=O)OC (stereo unspecified)	-2.5	96.0	-4.5	9.3	13.3	-9.2	-4.1	3.2	-0.6
CCCCc1c(C)nc2c(OC)cccc2c1SCC(=O)O	-2.4	101.0	-3.5	-2.6	15.7	-43.9	14.1	-0.7	-4.3
CC(OC(=O)c1ccco1)C(=O)NCc1ccc2c(c1)OCO2 (stereo unspecified)	-6.7	101.0	3.5	-1.3	-21.0	40.9	-11.1	-1.3	1.0
O=c1oc2cc(O)c(Cl)cc2c2ccccc12	1.1	104.0	0.5	11.2	-6.7	13.0	1.4	0.8	-1.0
COc1ccc(NS(=O)(=O)c2csc(C(=O)N3CCCC3)c2)c(OC)c1	-6.3	100.0	2.5	0.2	38.5	4.7	-1.5	-1.0	-2.0
COCC(C)n1c(C)cc(C(=O)CSc2nnnn2C2CCCC2)c1C (stereo unspecified)	-7.2	.	5.1	7.1	.	4.2	.	-1.5	-1.9
CC(C)C(C)NC(=O)Cn1cnc2c(oc3ccccc32)c1=O (stereo unspecified)	-8.6	96.0	-0.1	1.1	39.2	-7.3	0.3	0.3	-1.2
COc1ccc(S(=O)(=O)N2CCN(c3nc(C)cc(C)n3)CC2)cc1	-11.4	104.0	4.0	5.3	28.4	4.8	-1.5	-1.9	0.9
CN(C)c1ccc(/C=C2\SC(=S)N(Nc3ncc(C(F)(F)F)cc3Cl)C2=O)cc1	-1.7	97.0	-154.5	-19.6	22.9	-146.7	-100.8	158.8*	48.7*
CCCCn1c(N)c(N(CCC(C)C)C(=O)CC2CCCC2)c(=O)[nH]c1=O	-1.7	.	6.2	-1.3	.	-6.8	.	0.5	-4.9
COc1ccc(NC(=O)NCCC2=CCCCC2)cc1	-4.7	92.0	-2.6	-2.6	45.4	-7.7	-2.1	-1.5	2.8
N=c1n(CC(=O)c2ccc(Br)cc2)c2ccccc2n1Cc1ccccc1	-7.4	.	2.6	-8.3	.	-8.1	.	-0.2	0.4
CC(NC(=O)c1ccccc1)c1ccc(F)cc1 (stereo unspecified)	-1.5	84.0	1.2	3.8	8.3	35.3	-2.8	0.2	-3.7
COC(=O)C1=C(CS(=O)(=O)c2ccc(Cl)cc2)NC(=O)NC1c1ccc(O)c(OC)c1 (stereo unspecified)	-10.9	92.0	-4.0	-2.2	18.5	-14.3	-3.7	0.0	0.4
CCOCCCNS(=O)(=O)c1ccc2c(c1)CCN2C(C)=O	-2.2	99.0	-1.8	-4.1	-9.1	-1.3	-11.4	0.7	2.2
Cn1nc([N+](=O)[O-])nc1Oc1ccc2ccccc2c1	-5.1	99.0	7.4	7.1	-9.4	25.7	5.1	-3.8	-1.4
CC(=O)CC1(O)C(=O)Nc2ccccc21 (stereo unspecified)	-1.6&-6.7	91.0	3.5	-3.5&4.4	14.7	-3.5	13.2	-0.7	3.7
CCOc1cc(C(=S)N2CCOCC2)ccc1OS(=O)(=O)c1ccc(OC)cc1	-10.2	96.0	3.4	-8.4	31.6	-2.4	-10.1	0.3	-3.2
Cc1ccc(/C=C/S(=O)(=O)NCCC(=O)NCc2ccc(F)cc2)cc1	-5.0	.	4.8	2.7	.	9.0	.	-2.3	-1.2
C=CCn1c(-c2cccs2)nc2nc3ccccc3nc21	-0.7	98.0	0.1	-6.7	2.8	-4.3	-28.6	-5.8	2.3
COc1ccc(CN(C)C(=O)c2oc3ccccc3c2CSC)cc1F	-4.1	107.0	-4.6	-7.8	18.4	6.6	-1.2	-1.0	-3.5
COc1ccc(/C=C\c2onc(C)c2S(=O)(=O)N2CCC(C(=O)NCCC(C)C)CC2)cc1	.	95.0	1.4	-0.3	4.3	11.8	-5.5	0.3	-1.7
O=C(CNC(=O)c1ccccc1)Nc1cccc(C(F)(F)F)c1	-5.5	93.0	4.2	5.0	1.1	-3.9	-17.9	0.9	4.3
CCOc1ncccc1C(=O)OCC(=O)Nc1cccc(S(N)(=O)=O)c1	-12.7	95.0	-5.1	2.5	-9.8	16.1	-20.6	0.3	3.5
CCCCNC(=S)N(CCCO)Cc1cc2cc3c(cc2[nH]c1=O)OCCO3	-0.8	104.0	1.3	-1.7	30.2	9.2	-13.5	-4.2	1.8
O=c1cc(-c2ccccc2)cc(-c2ccccc2)n1CCCO	-7.9	.	2.6	6.4	.	3.5	.	0.5	1.8
COc1cc(/C=C/C(=O)OCC(=O)NC(=O)C2COc3ccccc3O2)ccc1OC(F)F (stereo unspecified)	-1.0	.	-0.3	9.4	.	-3.2	.	0.9	0.9
COc1ccc(OC)c(-c2csc(NC(=O)CSc3nnnn3C)n2)c1	-1.4	.	6.2	-4.7	.	16.8	.	-1.0	-0.3
Oc1ccccc1C(=S)N1CCCCCC1	-0.9	97.0	1.1	-1.4	5.0	-6.8	-7.1	-2.0	7.3
COc1ccc(CCC(=O)NC(C)C)cc1	-2.5	102.0	3.1	1.6	12.6	16.6	-9.0	-1.1	-4.1
CC(C)[C@H](NC(=O)[C@@H]1Cc2ccccc2CN1)C(=O)Nc1ccc2c(c1)OCCO2	-7.7	104.0	2.1	-5.7	27.9	-12.7	4.2	0.1	-2.9
CCC1=Nc2cc(C(=O)NCCCN3CCN(C)CC3)ccc2Sc2ccccc21	0.4	108.0	1.6	-18.7	39.9	-21.5	-0.4	3.6	1.9
O=C(c1cc(S(=O)(=O)N2CCOCC2)ccc1F)N1CCN(Cc2ccccc2)CC1	-7.3	102.0	1.9	16.8	15.8	-21.8	2.9	0.5	8.5
Cc1ccc(C2=C/C(=C/c3cccnc3)C(=O)O2)c(C)c1	-3.8	105.0	0.4	10.7	-15.9	-6.8	-1.3	1.1	-3.1
CC(=O)c1cccc(NC(=O)CSc2ccc(-c3sc(C)nc3C)nn2)c1	-2.7	105.0	-0.6	9.0	37.0	-4.2	-7.7	-0.8	1.9
O=C(Nc1cccc(Cl)c1)c1cc(-c2ccco2)on1	-6.7	102.0	-4.5	-8.3	20.0	-3.1	-19.5	-0.3	-4.8
